Compound activity as filed in PubChem BioAssay.
MITF primary – inhibitors of human MITF; AlphaScreen MITF homodimerization, bead proximity signal; inhibition, % at 2.6 µM; 0.91% of 650,000 active; in the data active = inhibition above about 50%;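 note: 0% = vehicle wells with protein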
GPR151 activ – activators of human GPR151; 1% of 650,000 active; AID 1508602; activation, % at 11.2 µM; PathHunter beta-arrestin GPR151 cells, luminescence; in the data active = activation above about 4.9%;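 note: 0% = median of compound wells and 100% = cells with positive control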
TEAD-YAP inh – TEAD-YAP interaction inhibition. HEK-TIYL cells, TEAD-Gal4/YAP UAS-luciferase luminescence. inhibition, % at 9.12 µM. 1.4% of 640,000 active. AID 1259422; in the data active = inhibition above about 32%;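 note: 0% = median of test compound wells and 100% = reference inhibitor wells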
FBW7 act – activators of human E3 ligase FBW7; Q969H0; AlphaScreen FBW7–phospho-cyclin E peptide binding, activator screen; normalized activity (activation), % at 26.1 µM; 0.13% of 650,000 active; in the data active = normalized activity above about 1.9%;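 note: purified mutant Fbw7 with reduced substrate affinity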
Target sequence (Q969H0 whole entry, looked up): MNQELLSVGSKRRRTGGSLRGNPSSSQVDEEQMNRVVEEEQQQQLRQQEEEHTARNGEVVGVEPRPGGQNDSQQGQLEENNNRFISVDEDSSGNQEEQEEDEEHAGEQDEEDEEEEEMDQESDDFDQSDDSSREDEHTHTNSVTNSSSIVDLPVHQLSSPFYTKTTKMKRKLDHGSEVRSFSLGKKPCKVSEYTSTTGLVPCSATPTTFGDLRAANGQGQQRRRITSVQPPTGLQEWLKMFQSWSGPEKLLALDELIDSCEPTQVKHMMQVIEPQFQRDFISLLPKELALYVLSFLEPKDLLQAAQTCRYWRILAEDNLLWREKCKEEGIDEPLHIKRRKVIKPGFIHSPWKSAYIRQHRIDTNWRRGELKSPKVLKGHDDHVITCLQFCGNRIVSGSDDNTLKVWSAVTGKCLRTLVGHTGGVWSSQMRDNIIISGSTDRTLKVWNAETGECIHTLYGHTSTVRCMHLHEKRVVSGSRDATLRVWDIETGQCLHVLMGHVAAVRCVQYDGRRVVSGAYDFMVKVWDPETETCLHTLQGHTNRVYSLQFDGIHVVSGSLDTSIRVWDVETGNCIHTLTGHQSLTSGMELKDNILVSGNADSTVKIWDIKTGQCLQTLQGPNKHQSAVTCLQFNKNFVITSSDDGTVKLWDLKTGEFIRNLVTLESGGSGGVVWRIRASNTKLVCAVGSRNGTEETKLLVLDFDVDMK
* marks the source's active call; other numbers are inactive results. This is a random part of the collection (roughly 3.5% active in at least one column).

SMILES | MITF primary | GPR151 activ | TEAD-YAP inh | FBW7 act
CCOC(=O)Cn1c(=N)n(Cc2ccc(C(C)(C)C)cc2)c2ccccc21 | -6 | -0.1 | 0 | -0.1
O=C(Nc1ccccc1C(=O)Nc1ccccc1F)c1ccco1 | 17 | 0.1 | 11 | 0.1
Cc1onc(-c2ccccc2)c1C(=O)N1CCc2nnc(C(C)C)n2CC1 | 2 | -0.3 | 6 | 0.9
Cc1ccc(/C=C2\N=C(c3ccc(C)c([N+](=O)[O-])c3)OC2=O)cc1 | -3 | 0.3 | 2 | 0.0
COC(=O)c1ccc(OCC(=O)Nc2ncccn2)cc1 | 0 | 1.8 | -38 | 0.1
CCCCN(C)C(=O)CCC1(Cc2cccc3ccccc23)CCC(=O)N1 (stereo not drawn) | 13 | 0.1 | -4 | 0.0
CC(NS(=O)(=O)c1cccc(C(F)(F)F)c1)C1CC2CCC1C2 (stereo not drawn) | -7 | 1.1 | -7 | 0.1
Cc1cccc(CN2CCN(c3nc4c(c(=O)[nH]c(=O)n4C)n3Cc3cccc(C)c3)CC2)c1 | -7 | 1.0 | 7 | 0.1
COc1ccc(/C(O)=C2\C(=O)C(=O)N(c3nnc(C)s3)C2c2ccc(F)cc2)cc1 (stereo not drawn) | 6 | -0.6 | 4 | 0.1
Cn1ccsc1=NC(=O)CCN1c2ccccc2Sc2ccccc21 | -4 | 0.5 | -3 | 0.1
COc1ccc(NC(=S)NCC(C)C)cc1 | 13 | -0.7 | -2 | 0.3
CC(C)(C)P(=NC(=S)NNCCC#N)(N1CCCCCC1)N1CCCCCC1 | 48 | 0.7 | 25 | 0.0
COc1cc2nc(-c3cccc(C(C)=O)c3)nc(Nc3ccc(NC(C)=O)cc3)c2cc1OC | -7 | -0.5 | 29 | 0.1
Cc1ccc2onc(CC(=O)NCc3ccc(Cl)cc3)c2c1 | 7 | 2.7 | -2 | 0.0
CNC(=O)c1oc2ccc3c(c2c1C)C(=O)CC1(CCCCCC1)O3 | 18 | 1.8 | -21 | 0.1
CC(=O)c1ccc(NC(=O)COC(=O)c2[nH]c(C)c(C(C)=O)c2C)cc1 | 4 | 0.1 | 17 | 0.1
Cc1nc2c(C(=O)NC3CCCC3)cnn2c(C)c1Cc1ccc(F)cc1 | -10 | 1.5 | -5 | -0.1
CCCCNC(=O)CSc1ncccc1C(=O)NCCC1=CCCCC1 | -4 | -0.8 | -10 | 0.0
CCOc1ccc(/C=C2\N=C(c3cccc([N+](=O)[O-])c3)OC2=O)cc1 | -5 | -0.3 | 1 | -0.1
O=[N+]([O-])c1ccc(S(=O)(=O)Nc2ccc(-c3cn4ccccc4n3)cc2)cc1 | -5 | 4.4 | -1 | 0.2
Cc1ccc(C)c(OCC(O)CNC(C)c2ccccc2)c1 (stereo not drawn) | -9 | -0.6 | 10 | -0.1
C=CCn1c(=N)c(C(=O)NCCCOC)cc2c(=O)n3ccccc3nc21 | 15 | -0.7 | 14 | 0.3
CCN(CC)c1ccc(/C=N/N2CCN(C)CC2)c(O)c1 | -2 | -2.8 | -36 | -0.1
C=CCOc1ccc(/C=C2\C(=N)N3N=C(S(C)(=O)=O)SC3=NC2=O)cc1OC | -2 | 0.6 | 0 | -0.1
CCc1ccccc1N1C(=O)CC(Sc2nccc(C)n2)C1=O (stereo not drawn) | 13 | 0.3 | 5 | 0.3
CCC(=O)NNC(=O)CCC(=O)Nc1cccc(Cl)c1C | 17 | 1.7 | -7 | -0.1
O=C(NCc1ccccc1F)c1ccc(N2CCC(NC3CCS(=O)(=O)C3)CC2)cc1 (stereo not drawn) | -16 | 0.1 | -7 | 0.1
COc1cccc(NC(=S)N2CCc3cc(OC)c(OC)cc3C2COc2ccccc2OC)c1 (stereo not drawn) | 14 | -1.5 | -5 | -0.1
COc1ccc(C(=O)Nc2ccccc2-c2nnn(CC(=O)NC3CCCCC3)n2)cc1 | -5 | -0.8 | -1 | -0.1
O=C(O)c1nn(CC(=O)N2CCCc3ccccc32)c(=O)c2ccccc12 | -7 | 0.6 | -6 | -0.1
COc1ccc(N2C(=O)C(Cl)=C(N3CCN(Cc4ccccc4)CC3)C2=O)cc1 | 12 | -0.2 | 11 | 0.1
COc1ccc(C2C(C(=O)OC(C)C)=C(C)N=c3s/c(=C\c4ccc(C)o4)c(=O)n32)cc1 (stereo not drawn) | 12 | -1.7 | -8 | 0.6
COc1ccc(NC(C)C(=O)N/N=C/c2cc(Cl)ccc2O)cc1 (stereo not drawn) | 27 | -0.3 | 24 | 0.1
Cc1ccnc(NC(=O)CCC(=O)N(CC(=O)NCc2ccccc2)c2ccccc2C)c1 | -10 | 0.0 | -1 | 0.1
Cn1cc(C(=O)NC2CCCCCCC2)c(=O)c2cc(S(=O)(=O)N3CCCC3)ccc21 | -3 | 0.4 | -6 | -0.1
COc1ccc(C(=O)Cn2ccsc2=NC(C)=O)cc1 | 3 | 0.7 | -8 | 0.0
COc1cc(OC)cc(C(=O)N2CCC(C(=O)Nc3cccc(Br)c3)CC2)c1 | -19 | -1.4 | 8 | 0.0
COc1ccc(-c2c(O)c3c(OC)c4c(cc3oc2=O)OC(C)(C)C=C4)cc1 | 2 | 0.5 | -1 | -0.1
Cc1cccc(CC(=O)NCCn2ccc3ccccc32)c1 | 2 | 0.2 | -5 | -0.1
COc1cc(/C=N/NC(=O)c2cc(Br)ccc2OC)ccc1O | 2 | 0.3 | 2 | 0.1
Cc1ccc(/C=C/S(=O)(=O)NCC(=O)OCC(=O)c2cccc(Cl)c2)cc1 | 1 | -0.5 | -3 | 0.0
CC1CCCCC12NC(=O)N(Cc1ccc([N+](=O)[O-])cc1)C2=O (stereo not drawn) | 14 | -1.4 | 4 | 0.2
Cc1cccc(NC(=O)C(=O)NCCC2CCCCN2S(=O)(=O)c2ccccc2)c1 (stereo not drawn) | 8 | -0.5 | -1 | -0.1
Cc1ccc(S(=O)(=O)N2CCN(c3nc(-c4cccs4)cs3)CC2)cc1 | 12 | 1.1 | -2 | -0.1
O=C(CCCn1c(SCC(=O)Nc2ccccc2Cl)nc2ccccc2c1=O)NCc1ccccc1Cl | 10 | -0.1 | 19 | -0.1

The list goes on (3 carried over from the part before).
SMILES | MITF primary | GPR151 activ | TEAD-YAP inh | FBW7 act
Cc1cccc(NC(=O)C(=O)NCCC2CCCCN2S(=O)(=O)c2ccccc2)c1 (stereo not drawn) | 8 | -0.5 | -1 | -0.1
Cc1ccc(S(=O)(=O)N2CCN(c3nc(-c4cccs4)cs3)CC2)cc1 | 12 | 1.1 | -2 | -0.1
O=C(CCCn1c(SCC(=O)Nc2ccccc2Cl)nc2ccccc2c1=O)NCc1ccccc1Cl | 10 | -0.1 | 19 | -0.1
CC(=O)Nc1ccc(C)c(N2C(=O)c3ccccc3C2=O)c1 | -24 | -0.4 | 6 | 0.1
O=C(NCCOc1ccccc1Cl)c1cccc(I)c1 | 7 | 0.8 | -16 | 0.1
CCN(CC)C(=O)CN(c1ccc(Cl)cc1C)S(=O)(=O)c1ccccc1 | 11 | -1.4 | 13 | 0.7
CCOC(=O)c1sc2nc(SCC(=O)Nc3nccs3)n(Cc3ccc(C)cc3)c(=O)c2c1C | 3 | -0.6 | 0 | 0.0
CCN(CC)c1ccc(NC(=O)C2CC2c2ccccc2)cc1 (stereo not drawn) | -1 | -0.6 | -8 | 0.0
Cc1ccc(NS(=O)(=O)c2cccc(C(=O)NNC(=O)NC3CCCCC3)c2)c(C)c1 | 71* | 1.7 | -1 | -0.1
Cc1cccc(-n2cc(-c3ccccc3)c3c(N4CCCC(C)C4)ncnc32)c1 (stereo not drawn) | 12 | -2.7 | 4 | 0.0
O=C(CSc1n[nH]c(-c2ccccc2Cl)n1)NCc1cccc(C(=O)O)c1 | -1 | -3.1 | 0 | -0.3
Cc1ccc(C(=O)NC(=S)Nc2nc(-c3ccccc3)cs2)cc1C | 2 | -0.1 | -3 | 0.0
COc1ccc(CN2CCN(Cc3nc4ccccc4n3C)CC2CCO)c(F)c1 (stereo not drawn) | 15 | 3.4 | 4 | 0.3
CCCC(=O)NC(c1ccccc1)c1ccccc1 | -12 | 0.2 | 2 | 0.0
COCCNc1ncnc2c1c(-c1ccccc1)cn2-c1ccc(OC)cc1 | 11 | 3.1 | 7 | -0.1
CC(C)(C)c1ccc(C2CC(=O)C3=C(C2)Nc2ccccc2N(C(=O)CCC(=O)O)C3c2cccnc2)cc1 (stereo not drawn) | 0 | 0.9 | 0 | -0.2
COc1cccc(C(O)c2cnc(C(C)C)n2C)c1 (stereo not drawn) | 7 | 0.0 | 1 | 0.1
COc1cc(C(=O)NCc2cccs2)cc(OC)c1OC | -2 | 1.0 | 1 | 0.2
N#Cc1ccccc1S(=O)(=O)Nc1cc(C(F)(F)F)ccc1Cl | 8 | -1.0 | 5 | 0.0
Cc1cc(C(=O)Nc2c(C)nn(Cc3ccccc3Cl)c2C)on1 | 4 | -0.1 | 1 | -0.1
CCCCSCCCNC(=O)c1ccc(CS(=O)(=O)c2ccc(OC)cc2)o1 | 7 | -0.5 | 5 | 0.1
c1ccc(CN2CCC(N3CCN(C4CCCCC4)CC3)CC2)cc1 | 30 | 1.4 | 5 | 0.2
CCOC(=O)C1=C(C)N=c2s/c(=C\c3c(OCC)ccc4ccccc34)c(=O)n2C1c1ccccc1 (stereo not drawn) | 11 | -1.9 | -7 | 1.3
COc1ccc(-c2cc3c(=O)n(CC(=O)Nc4ccc(F)c(F)c4)ccn3n2)cc1OC | 10 | -1.3 | -6 | 0.5
COc1ccc2oc(=O)c(-c3nnc(NCc4ccccc4)s3)cc2c1 | -1 | -1.2 | -6 | 0.2
CC(=O)N1CCN(CN2C(=O)NC3(CCCCC3)C2=O)CC1 | -3 | -0.4 | 6 | 0.0
Cc1nn(CC(=O)NC2CCCC2)c2ccccc12 | 8 | 0.3 | -3 | 0.5
CCOC(=O)c1cccc(Nc2c(C(=O)OCC)cnc3ccc(C(=O)OC)cc23)c1 | -6 | 1.3 | -12 | -0.1
O=C(Nc1cc(C(F)(F)F)ccc1Oc1ccc(Cl)cc1)c1cccc([N+](=O)[O-])c1 | -2 | -0.2 | -1 | 0.0
CCCCN1C(=O)NC(C(F)(F)F)(C(F)(F)F)C2=C1CC(C)(C)CC2=O | 5 | -2.5 | -2 | 0.5
CC(C)(C)NC(=O)c1ccc(C(=O)NC(C)(C)C)cc1 | 2 | -1.3 | -4 | 0.3
CCOC(=O)C1(Cc2ccc(OC)cc2)CCN(C(=O)CC2CCC(=O)N2)CC1 (stereo not drawn) | -9 | -0.4 | -15 | -0.2
C=CCNC(=O)NC(=O)COc1ccc(S(=O)(=O)N2CCCC2)cc1[N+](=O)[O-] | -7 | 0.2 | -2 | -0.1
O=c1[nH]n(-c2ccc([N+](=O)[O-])cc2)c(=O)c2ccccc12 | 10 | -0.9 | 10 | 0.0

A portion from further up:
SMILES | MITF primary | GPR151 activ | TEAD-YAP inh | FBW7 act
O=C(CSc1n[nH]c(-c2ccccc2Cl)n1)NCc1cccc(C(=O)O)c1 | -1 | -3.1 | 0 | -0.3
Cc1ccc(C(=O)NC(=S)Nc2nc(-c3ccccc3)cs2)cc1C | 2 | -0.1 | -3 | 0.0
COc1ccc(CN2CCN(Cc3nc4ccccc4n3C)CC2CCO)c(F)c1 (stereo not drawn) | 15 | 3.4 | 4 | 0.3
CCCC(=O)NC(c1ccccc1)c1ccccc1 | -12 | 0.2 | 2 | 0.0
COCCNc1ncnc2c1c(-c1ccccc1)cn2-c1ccc(OC)cc1 | 11 | 3.1 | 7 | -0.1
CC(C)(C)c1ccc(C2CC(=O)C3=C(C2)Nc2ccccc2N(C(=O)CCC(=O)O)C3c2cccnc2)cc1 (stereo not drawn) | 0 | 0.9 | 0 | -0.2
COc1cccc(C(O)c2cnc(C(C)C)n2C)c1 (stereo not drawn) | 7 | 0.0 | 1 | 0.1
COc1cc(C(=O)NCc2cccs2)cc(OC)c1OC | -2 | 1.0 | 1 | 0.2
N#Cc1ccccc1S(=O)(=O)Nc1cc(C(F)(F)F)ccc1Cl | 8 | -1.0 | 5 | 0.0
Cc1cc(C(=O)Nc2c(C)nn(Cc3ccccc3Cl)c2C)on1 | 4 | -0.1 | 1 | -0.1
CCCCSCCCNC(=O)c1ccc(CS(=O)(=O)c2ccc(OC)cc2)o1 | 7 | -0.5 | 5 | 0.1
c1ccc(CN2CCC(N3CCN(C4CCCCC4)CC3)CC2)cc1 | 30 | 1.4 | 5 | 0.2
CCOC(=O)C1=C(C)N=c2s/c(=C\c3c(OCC)ccc4ccccc34)c(=O)n2C1c1ccccc1 (stereo not drawn) | 11 | -1.9 | -7 | 1.3
COc1ccc(-c2cc3c(=O)n(CC(=O)Nc4ccc(F)c(F)c4)ccn3n2)cc1OC | 10 | -1.3 | -6 | 0.5
COc1ccc2oc(=O)c(-c3nnc(NCc4ccccc4)s3)cc2c1 | -1 | -1.2 | -6 | 0.2
CC(=O)N1CCN(CN2C(=O)NC3(CCCCC3)C2=O)CC1 | -3 | -0.4 | 6 | 0.0
Cc1nn(CC(=O)NC2CCCC2)c2ccccc12 | 8 | 0.3 | -3 | 0.5
CCOC(=O)c1cccc(Nc2c(C(=O)OCC)cnc3ccc(C(=O)OC)cc23)c1 | -6 | 1.3 | -12 | -0.1
O=C(Nc1cc(C(F)(F)F)ccc1Oc1ccc(Cl)cc1)c1cccc([N+](=O)[O-])c1 | -2 | -0.2 | -1 | 0.0
CCCCN1C(=O)NC(C(F)(F)F)(C(F)(F)F)C2=C1CC(C)(C)CC2=O | 5 | -2.5 | -2 | 0.5
CC(C)(C)NC(=O)c1ccc(C(=O)NC(C)(C)C)cc1 | 2 | -1.3 | -4 | 0.3
